TSG101-PTAP inh: blocks PTAP/TSG101 interaction to inhibit HIV-1 budding | Q99816 | Potency, µM (doses to about 115 µM), for the others: at the highest dose activity change, negative = inhibition, hits mostly inhibitors | 340,000 tested, under 10 active | Fluorescence polarization, FITC-PTAP peptide / Tsg101 binding; active = well fitted inhibition curve with a large enough effect in the main read-out, with a control signal flat, not every such curve was filed as active; inconclusive = small, poorly fitted or top-dose-only effect, or effect the other way, or a change in a side signal; inactive = no such curve, though single readings can be large or run the other way; also: potency is read from the fitted curve at half-maximal effect; % of control where 0% means no effect
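Tsg101 binding domain (10 uM final) was mixed with compound and a FITC-labeled PTAP peptide (50 nM final) in HEPES pH 7.5 buffer with NaCl, Tween 20, EDTA and TCEP; fluorescence polarization was read after 20 min at r.t.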
B2AR arrestin: beta2AR (human) beta-arrestin recruitment activity | hit rate 0.02% among 330,000 | Potency, µM (top dose mostly 46.1 µM), for inactives: at the top dose activation, usual class: activators | beta-arrestin recruitment to beta2AR, cell-based reporter;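 also: potency is read from the fitted curve at half-maximal effect; 0% = DMSO controls and full agonism = EC100 isoproterenol or metaproterenol; nearly all actives have a fitted effect of over 65% in size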
TSHR antag: blocks TSH signaling through the human TSH receptor; activity change, negative = inhibition, % at 11.5 µM; hit rate 0.2% among 330,000; P16473; TSHR-expressing cells, TSH-stimulated cAMP HTRF, 2 h; stronger effect = lower value; AID 504810;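 active = activity change below a set negative limit, meaning inhibition stronger than a set level, cut at about -70% in these data; inconclusive = activity change between two set negative limits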; also: % is scaled to controls: 0 for no effect and ±100 for the full control effect
Target sequence (P16473 whole entry, looked up): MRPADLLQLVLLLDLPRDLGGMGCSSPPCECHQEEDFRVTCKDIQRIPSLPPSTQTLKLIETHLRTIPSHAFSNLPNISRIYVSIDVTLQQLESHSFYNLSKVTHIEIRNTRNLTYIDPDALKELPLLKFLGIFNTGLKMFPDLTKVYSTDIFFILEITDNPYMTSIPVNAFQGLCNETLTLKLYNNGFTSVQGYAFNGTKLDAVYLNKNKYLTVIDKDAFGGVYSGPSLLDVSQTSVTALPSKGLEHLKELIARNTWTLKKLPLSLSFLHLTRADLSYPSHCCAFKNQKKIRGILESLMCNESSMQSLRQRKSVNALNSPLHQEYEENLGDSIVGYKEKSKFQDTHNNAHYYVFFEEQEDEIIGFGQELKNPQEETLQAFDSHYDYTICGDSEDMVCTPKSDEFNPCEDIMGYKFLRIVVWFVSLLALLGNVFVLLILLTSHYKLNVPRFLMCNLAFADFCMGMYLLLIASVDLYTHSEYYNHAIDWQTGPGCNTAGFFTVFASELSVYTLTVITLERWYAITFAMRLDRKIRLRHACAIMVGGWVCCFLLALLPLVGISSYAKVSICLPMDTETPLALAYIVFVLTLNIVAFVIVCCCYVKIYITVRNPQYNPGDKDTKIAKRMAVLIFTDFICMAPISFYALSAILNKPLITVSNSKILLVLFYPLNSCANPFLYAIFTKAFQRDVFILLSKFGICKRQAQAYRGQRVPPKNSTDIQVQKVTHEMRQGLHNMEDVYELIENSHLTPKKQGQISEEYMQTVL
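Freshly harvested TSHR cells receive pin-tooled compound, then EC80 TSH at 4nM final. After 2 hours at 37 deg C, antibody in lysis buffer and cAMP-d2 are added; 30 minutes at ambient temperature precede the HTRF read.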
ELG1 DNA repair: ELG1-dependent DNA repair inhibition. HEK293T ELG1-luciferase reporter, luminescence, 16 h; DNA damage induced by 5-fluorouridine. Potency, µM (doses to about 46.1 µM), inactives show at the top dose activity change, negative = inhibition, hits mostly inhibitors. hit rate 2.3% among 330,000. AID 504467; also: potency is read from the fitted curve at half-maximal effect; % is scaled to controls: 0 for no effect and ±100 for the full control effect; nearly all actives have a fitted effect of over 55% in size
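Luminescence from the luciferase reporter, measured 30 min after ONE-Glo reagent at room temperature, was the read-out. Beforehand, 2,000 cells per well were exposed for 16 hr at 37 °C to 5-fluorouridine together with compound or vehicle.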
TCR activator: activators of T cell receptors | primary human leukocytes, anti-CD3, IL-2 HTRF, 48 h | Potency, µM (series often up to 9.22 µM), for the others: at the top dose activation of IL-2 secretion, actives largely listed as activators | 330,000 tested, under 10 active; also: % of control where 0% means no effect
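48 hr co-incubation of compounds, a-CD3 beads and primary human leukocytes; IL-2 quantified homogeneously by HTRF with anti-IL-2 K and d2 conjugates.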
Mito fusion yeast: mitochondrial division inhibition or fusion activation; S. cerevisiae fusion-defective mutant growth rescue, CellTiterGlo 48 h; Potency, µM (series often up to 46.1 µM), for the others: at the top dose growth rescue (activation), usual class: activators; hit rate 0.23% among 320,000; AID 485298;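 also: potency is read from the fitted curve at half-maximal effect; % of control where 0% means no effect; nearly all actives have a fitted effect of over 45% in size; temperature-sensitive fusion mutants such as fzo1-1 at 37 °C on non-fermentable ethanol glycerol medium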
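Read-out: ATP-based luminescence (CellTiterGlo, 10 min ambient) reporting growth of fusion-defective ts yeast after 48 hours at 37C on glycerol/ethanol YPEG medium in the presence of compound.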
Chronic BCR inh: inhibitors of chronic active B-cell receptor signaling; Potency, µM (doses to about 46.1 µM), for the others: at the highest dose ratio change, negative = lower green/red ratio, usual class: inhibitors; ABC-DLBCL IkBa-CBG/CBR reporter, luminescence ratio, 4 h; hit rate 0.05% among 340,000; active = well fitted inhibition curve with a large enough effect in the signal ratio, with a control signal flat, not every such curve was filed as active; inconclusive = small, poorly fitted or top-dose-only effect, or effect the other way, or a change in a side signal; the % refers to the signal ratio;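 also: potency is read from the fitted curve at half-maximal effect; plate controls were basal doxycycline-induced cells for no effect and cells given 10 µM MG132 for full effect; MG132 reads +100%, hits lower the ratio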
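TMD8 human ABC-DLBCL cells with doxycycline-inducible IκBα–green luciferase fusion and unfused red luciferase, in 0.5% FBS medium; compounds up to 46 uM, 4 h at 37C. Green/red luminescence ratio, filter-overlap corrected, fitted to concentration-response curves.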
Tb PFK block: inhibitors of T. brucei phosphofructokinase | O15648 | T. brucei PFK, ADP-Glo luminescence | Potency, µM (series often up to 57.5 µM), inactives show at the highest dose activity, negative = inhibition, hits mostly inhibitors | hit rate 0.17% among 330,000;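 also: potency is read from the fitted curve at half-maximal effect; 0% = uninhibited 1x PFK enzyme wells and -100% = no-enzyme wells; nearly all actives have a fitted effect of over 60% in size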
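Luminescent ADP detection (ADP-Glo, two-step: ATP depletion then ADP-to-ATP conversion for luciferase) reported PFK activity after 45 min room-temperature reaction of 1.25 nM enzyme with 0.5 mM F6P and 0.1 mM ATP at pH 8.0.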
uPA generation: cell surface uPA generation inhibition. cell surface uPA generation assay, qHTS. Potency, µM (top dose mostly 38.3 µM), inactives show top-dose activity change, negative = inhibition, hits mostly inhibitors. hit rate 0.31% among 330,000; active = well fitted inhibition curve with a large enough effect; inconclusive = small, poorly fitted or top-dose-only effect; inactive = no such curve, though single readings can be large or run the other way; tested in mouse RAW 264.7 cells; also: potency is read from the fitted curve at half-maximal effect; % is scaled to controls: 0 for no effect and ±100 for the full control effect; nearly all actives have a fitted effect of over 55% in size
Eya2 phos inh: Eya2 (human) phosphatase inhibition. O00167. recombinant Eya2, OMFP fluorescence dephosphorylation (OMFP is methylfluorescein phosphate). Potency, µM (top dose mostly 76.9 µM), for inactives: top-dose activity, negative = inhibition, usual class: inhibitors. hit rate 0.006% among 330,000. AID 488837; also: potency is read from the fitted curve at half-maximal effect; % is scaled to controls: 0 for no effect and ±100 for the full control effect
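Eya2 (0.2 uM) preincubated 10 min at ambient with compound, then OMFP substrate added at 50 uM; 10 min reaction in 50 mM HEPES pH 7.5, 50 mM NaCl, 5 uM MgCl2, 0.05% BSA, 1 mM DTT. Fluorescence read at Ex 485/Em 525 nm.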
USP2a block: blocks human ubiquitin-specific protease USP2a; USP2 core, Ub-CHOP2 coupled fluorogenic reporter, 485/531; Potency, µM (titrated, usually from 38.3 µM), for the others: top-dose activity change, negative = inhibition, actives largely listed as inhibitors; hit rate 0.01% among 330,000; AID 463254;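 also: potency is read from the fitted curve at half-maximal effect; plate controls were DMSO wells for no effect and full inhibition by NEM control for full effect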
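Deubiquitinase activity read as fluorescence (485/531 nm) after Ub-CHOP2 cleavage activates the enterokinase reporter on its substrate; USP2 core 10nM, Ub-CHOP2 and substrate 25nM each, 30min compound preincubation then 60min RT; data normalized to NEM, curves fitted.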
* = called active by the depositor; ? = inconclusive; nt = not tested or not shown; [ ] = another dose, or the depositor's remark. Unless noted, calls follow the shape of the dose curve; as a rule, active = well fitted curve in the direction sought with a large enough effect; inconclusive = small, poorly fitted or top-dose-only effect, or another doubt; inactive = no such curve, though single readings can be large; an effect the other way counts as inactive or inconclusive.

SMILES	TSG101-PTAP inh	B2AR arrestin	TSHR antag	ELG1 DNA repair	TCR activator	Mito fusion yeast	Chronic BCR inh	Tb PFK block	uPA generation	Eya2 phos inh	USP2a block
O=C(OCC(=O)N1CCN(S(=O)(=O)c2ccc(Cl)cc2)CC1)C1CCC1	-1%	4.3%	1	7%	-1%	6%	5%	0%	-2%	1%	2%
N/C(=N\OC(=O)c1ccc([N+](=O)[O-])cc1)c1ccccn1	-8%	-0.1%	15	?	7%	-8%	?	0%	-28%	6%	4%
Cc1ccc(Nc2nc(N)c([N+](=O)[O-])c(N3CCCC(C)C3)n2)cc1C (configuration not stated)	-4%	-0.7%	4	-3%	8%[46.1 µM]	-33%[inhibitor]	?	0%	-2%	-2%	4%
S=C(NCc1ccc(Cl)cc1)NCc1ccccn1	-4%	0.3%	-6	3%	-6%	-3%	4%	-1%	?	-5%	3%
C=C(C)CNC(=S)NNC(=O)c1ccco1	-12%	?	0	-12%	nt	-8%	?	0%	3%	7%	3%
COc1ccc(OCC(=O)N/N=C(\C)CC(=O)Nc2ccc(OC)cc2[N+](=O)[O-])cc1	-3%	0.0%	-2	8%	3%	-3%	-18%	-6%	-22%	0%	0%
CCS(=O)(=O)N1CCC(C(=O)NCC2CCCO2)CC1 (configuration not stated)	1%	0.1%	0	-11%	-1%	0%	6%	1%	4%	?	1%
C[C@H](CO)N1C[C@H](C)[C@@H](CN(C)S(=O)(=O)c2cccs2)Oc2c(NC(=O)NC3CCCCC3)cccc2C1=O	2%	-0.1%	-8	-5%	9%	nt	0%	-2%	11%	-1%	-1%
CCOc1ccc2ccccc2c1CNCCc1ccc(S(N)(=O)=O)cc1	-6%	0.1%	0	-3%	-13%	1%	-3%	-4%	-10%	14%	0%
CCc1ccc(CNC(=O)CN2C(=O)COc3ccccc32)cc1	-11%	-0.2%	-2	9%	4%	8%	?	1%	1%	-38%	2%
S=C(NCCN1CCCCC1)Nc1ccc(Br)cc1	0%	0.0%	10	0%	4%	-12%	3%	0%	0%	-4%	5%
O=C(NCCc1nc2ccccc2[nH]1)/C(=C/c1ccco1)NC(=O)c1ccc(Br)cc1	-6%	0.2%	-1	-16%	8%[46.1 µM]	-4%	-21%	0%	-2%	-5%	3%
COc1ccc(S(=O)(=O)NNC(=O)c2ccc([N+](=O)[O-])cc2)cc1	-3%	-0.2%	-8	-21%	3%	2%	0%	2%	19%	-12%	1%
Cc1ccc(C(=O)c2nocc2C(=O)c2cccs2)cc1	-4%	-0.2%	25	?	20%	-2%	?	2%	-2%	20%	3%
CCOc1cc(C(=O)N(C)Cc2cc3ccccc3[nH]c2=O)cc(OCC)c1OCC	-5%	-0.1%	-1	-18%	5%	-2%	?	-1%	-2%	-7%	1%
Cc1nn(-c2cc(Cl)ccc2Cl)c(C)c1C(=O)O	-1%	-0.3%	7	0%	-10%	-9%	1%	0%	1%	-4%	1%
CSc1ncc(CN2CCN(C3CCCC3)C(CCO)C2)cn1 (configuration not stated)	-5%	-0.1%	-7	5%	0%	0%	-23%	-1%	12%	1%	-3%
CCc1nnc(SCc2ccc(C(=O)OC)o2)n1N	-2%	-1.0%	4	8%	-20%	0%	-1%	2%	6%	2%	6%
O=C(O/N=C/c1ccc(Cl)cc1)C1CCCCC1	-5%	-1.0%	-9	-3%	-1%	-12%	?	1%	3%	8%	-1%
COc1ccc(S(=O)(=O)N2CCOCC2)cc1C(=O)N(C)Cc1ccccc1F	-3%	0.3%	7	-3%	nt	-2%	8%	-9%	10%	18%	-1%
CC(=O)Nc1ccc(S(=O)(=O)N(C)c2ccc(OCC(=O)OCC(=O)NCc3ccco3)cc2)cc1	-5%	-0.3%	-4	8%	-3%	-1%	-1%	4%	-8%	-12%	-1%
CCn1c(SCC(=O)NNC(=O)c2ccc(C)cc2)nnc1C(C)C	-1%	-0.5%	-11	-1%	0%	-1%	-1%	2%	0%	3%	2%
OC1CSc2nc3ccccc3n2C1 (configuration not stated)	-1%	-1.8%	4	-11%	3%	5%	4%	-4%	2%	-4%	0%
COc1ccccc1-c1nnc(SCc2nc3ccccc3s2)n1C	1%	-0.7%	-2	?	1%	2%	-1%	2%	nt	-24%	0%
COc1ccc(CN2CCN(Cc3ccccc3F)CC2)cc1OC	-1%	-2.8%	-6	16%	-1%	0%	-7%	-5%	-1%	10%	-1%
CC(C)(C)c1ccc(-c2n[nH]c(=S)n2-c2ccccc2)cc1	-2%	-0.1%	-16	-10%	nt	-12%	0%	3%	-5%	-11%	-3%
NC(=O)C1CCN(C(=O)C2CCN(S(=O)(=O)c3ccccc3)CC2)CC1	-3%	0.3%	11	15%	-2%	-1%	17%	-5%	0%	-25%	2%
COc1ccccc1C/C(N)=N/O	-1%	-0.4%	24	1%	5%[46.1 µM]	?	4%	-3%	-1%	-7%	0%
CC(=O)Nc1cccc(C(=O)NCCc2ccco2)c1	-3%	-0.1%	3	?	-3%	-4%	-2%	1%	-1%	3%	2%
O=C1CSC(c2cccnc2)N1c1ccc(Cl)cc1 (configuration not stated)	-2%	-0.2%	-1	5%	-2%	-3%	4%	-3%	2%	13%	-1%
COc1cccc(S(=O)(=O)NCc2ccc(C(=O)N3CCN(C)CC3)cc2)c1	-6%	1.9%	-4	5%	1%	1%	0%	0%	-6%	12%	1%
Cc1sc(/N=C/c2c(O)ccc3ccccc23)c(C#N)c1C	nt	0.1%	8	-2%	nt	0%	7%	-6%	nt	4%	2%
Cn1nnnc1SCC(=O)c1ccc2c(c1)OCCO2	-1%	2.3%	3	?	-1%	0%	?	3%	nt	10%	1%
Cn1nc(-c2ccc(Cl)cc2)c2cc(C(=O)N3CCN(C(=O)c4ccco4)CC3)sc21	-5%	0.2%	5	8.2µM*	-3%	8%	-9%	0%	13%	37%	-1%
CC1(C)CC(=O)C2=C(C1)N(c1ccccc1)C(N)=C(C#N)C2c1ccccc1 (configuration not stated)	-9%	-0.6%	-4	-11%	3%[46.1 µM]	-2%	1%	1%	1%	3%	4%
Cc1cc(C)nc(NC(=NCCc2c[nH]c3ccccc23)NC(=O)c2ccco2)n1	1%	-0.1%	26	12µM*	0%	-1%	0%	-4%	-2%	2%	5%
CCN1C(=O)CC(c2ccco2)Sc2ccccc21 (configuration not stated)	-4%	-0.2%	12	?	3%	0%	?	-14%	nt	21%	1%
CC1CCN(C(=O)C2CCN(S(=O)(=O)N3CCC4(CC3)OCCO4)CC2)CC1	1%	0.5%	40	19%	3%	-5%	-5%	-1%	0%	1%	1%
O=C(c1ccccc1Cl)N1CCN(c2ccccn2)CC1	-8%	0.3%	-1	-5%	0%	-5%	-1%	-3%	-1%	-11%	4%
O=C(CSc1ncn[nH]1)c1cccc([N+](=O)[O-])c1	-1%	2.7%	7	-1%	1%[46.1 µM]	-1%	?	?	0%	2%	1%
O=S(=O)(Nc1ccccn1)c1ccc(C2CCCCC2)cc1	-4%	-0.2%	-18	0%	nt	2%	-1%	-4%	-13%	-19%	-1%
CCN(CC)CCn1c(=S)[nH]c2cc(C(=O)N3CC(C)CC(C)C3)ccc2c1=O (configuration not stated)	-6%	-0.1%	-2	4%	6%	-5%	2%	-5%	3%	-1%	4%
Cc1ccccc1OCc1nnc(SCC(=O)Nc2c(C)n(C)n(-c3ccccc3)c2=O)n1-c1ccccc1	-3%	-0.2%	-1	-18%	2%[46.1 µM]	?	2%	3%	6%	2%	7%
Cc1ccc(S(=O)(=O)N2CCN(S(=O)(=O)N3CCOCC3)CC2)cc1	-4%	-0.1%	9	11%	4%	-1%	6%	-1%	0%	-10%	1%
Cc1ccc(S(=O)(=O)/N=C(/Nc2ccc([N+](=O)[O-])cc2)c2ccccc2)cc1	-2%	-0.1%	2	?	7%	-12%	?	1%	1%	-13%	0%
Cc1cccc(N2C(=O)CC(N3CCC(c4nc5ccccc5[nH]4)CC3)C2=O)c1 (configuration not stated)	-4%	-0.6%	-2	-6%	-4%	-7%	6%	-1%	nt	14%	0%
CC(NC(=O)c1cccs1)c1nnc(SCc2ccc(Cl)cc2Cl)n1C (configuration not stated)	-1%	0.3%	1	-9%	-2%	0%	?	5%	0%	-2%	-1%

Screening results (PubChem BioAssay)
